GSH bead fluor – compound fluorescence on glutathione beads, profiling panel, artefact control, biophysical, 488/530 nm, flow cytometry; GSH beads flow cytometry, compound fluorescence 488/530 nm; hits give high values; fluorescence (KMESF) at 10 µM; 0.25% of 190,000 active; AID 1776, 2009; in the data active means fluorescence above about 89;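 further: glutathione beads carrying GST-tagged Bcl family fusion proteins plus one bare bead set; values are compound well signal with DMSO vehicle wells as background; inactives centre near 16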
Mcl1-Bid inh – Mcl-1/Bid binding inhibitors, primary screen, biochemical, TR-FRET, 1536-well. AID 1021, 2008. inhibition, % at 21.7 µM. TR-FRET Mcl-1/Bid-Dy647 peptide binding. 0.97% of 220,000 active. Induced myeloid leukemia cell differentiation protein Mcl-1 (Homo sapiens), Q07820;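 active means compounds that cut the binding signal by more than half at the single screening dose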;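 further: His-tagged Mcl-1 with europium anti-His antibody binding Bid BH3 peptide; 0% = Mcl-1 plus peptide wells and 100% = peptide-only wells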
RGS7-Gao reg – RGS7-Galphao binding modulators, primary screen, biochemical, multiplexed bead flow cytometry. binding response (% of control), % at 10 µM. Guanine nucleotide-binding protein G(o) subunit alpha (Homo sapiens), P09471. AID 1439, 2008. 0.35% of 220,000 active. actives lie on both sides; in the data active means binding response below about 49% or above about 150%; inconclusive means no clear call, values can overlap the other calls; inactive means in between;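 further: fluorescent Galphao held in activated GDP-AlF4 state binding bead-coupled RGS7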
Bcl-XL Bim block – inhibitors of Bim-Bcl-XL binding, primary screen, biochemical, multiplexed, bead flow cytometry, human Bcl-XL; Bcl-2-like protein 1 (Homo sapiens), Q07817; Bim peptide-Bcl-XL binding, fluorescence; inhibition, % at 10 µM; 0.04% of 190,000 active
Target sequence (Q07817 whole entry, looked up): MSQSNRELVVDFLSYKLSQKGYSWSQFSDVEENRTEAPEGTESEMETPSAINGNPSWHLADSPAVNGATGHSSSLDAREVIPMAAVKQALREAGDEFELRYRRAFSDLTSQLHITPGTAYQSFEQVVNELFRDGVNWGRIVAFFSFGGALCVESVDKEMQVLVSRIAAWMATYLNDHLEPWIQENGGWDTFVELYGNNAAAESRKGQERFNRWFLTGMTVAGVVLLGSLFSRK
Bim-Bfl-1 – inhibitors of Bim binding to Bfl-1, primary screen, biochemical, multiplexed, bead-based flow cytometry | Bcl-2-related protein A1 (Homo sapiens), Q16548 | Bim-Bfl-1 binding inhibition | inhibition, % at 10 µM | 0.12% of 190,000 active | AID 1008, 2008;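 further: 0% = wells without compound plus tracer and 100% = blocker peptide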
Bim-Bcl-2 – inhibitors of Bim-Bcl-2 binding, primary screen, biochemical, multiplexed, human Bcl-2 family; Apoptosis regulator Bcl-2 (Homo sapiens), P10415; Bead-based flow cytometry, Bim peptide-Bcl-2 binding; inhibition, % at 10 µM; 0.06% of 190,000 active; AID 950, 2007; in the data active means inhibition above about 40%; inconclusive means no clear call, values can overlap the other calls;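 further: 0% = no compound wells with probe peptide and 100% = reference peptide inhibitor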
Target sequence (P10415 whole entry, looked up): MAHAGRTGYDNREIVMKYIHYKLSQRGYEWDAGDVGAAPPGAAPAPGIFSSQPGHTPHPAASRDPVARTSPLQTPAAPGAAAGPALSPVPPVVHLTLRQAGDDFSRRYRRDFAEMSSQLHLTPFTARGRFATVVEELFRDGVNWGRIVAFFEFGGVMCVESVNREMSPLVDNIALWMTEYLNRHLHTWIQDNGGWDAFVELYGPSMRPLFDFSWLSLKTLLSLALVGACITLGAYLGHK
RGS4-Gao reg – modulators of RGS4 binding to Galphao, primary screen, biochemical, multiplexed bead flow cytometry | 0.33% of 220,000 active | binding response (% of control), % at 10 µM | actives lie on both sides | Guanine nucleotide-binding protein G(o) subunit alpha (Homo sapiens), P09471; in the data active means binding response below about 49% or above about 150%; inactive means in between;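 further: fluorescent Galphao activated with aluminum fluoride binding bead-coupled RGS4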
Bim-Bcl-W – inhibitors of Bim binding to Bcl-W, primary screen, biochemical, multiplexed, bead-based flow cytometry; Bcl-2-like protein 2 (Homo sapiens), Q92843; Bim peptide-Bcl-W binding; inhibition, % at 10 µM; 0.02% of 190,000 active; AID 952, 2007;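 further: 0% = bound tracer without compound and 100% = peptide blocker; higher means less fluorescent Bim peptide bound to Bcl-W beads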
Target sequence (Q92843 whole entry, looked up): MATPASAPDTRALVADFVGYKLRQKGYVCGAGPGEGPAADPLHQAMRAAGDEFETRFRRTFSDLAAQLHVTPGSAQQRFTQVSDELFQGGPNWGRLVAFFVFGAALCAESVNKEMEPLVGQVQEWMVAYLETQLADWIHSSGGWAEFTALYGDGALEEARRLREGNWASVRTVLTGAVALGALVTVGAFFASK
RGS8-Gao – RGS8-Galphao binding modulators, primary screen, biochemical, multiplexed bead flow cytometry; response (percent of control binding), % at 10 µM; 0.34% of 220,000 active; Guanine nucleotide-binding protein G(o) subunit alpha (Homo sapiens), P09471; actives lie on both sides; AID 1423, 2008; in the data active means response below about 60% or above about 140%; inactive means in between;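 further: Galphao activated as the GDP aluminium fluoride complex binding bead-coupled RGS8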
Bim-Bcl-B – inhibitors of Bim-Bcl-B binding, primary screen, biochemical, multiplexed, human Bcl-2 family; Bcl-2-like protein 10 (Homo sapiens), Q9HD36; bead-based flow cytometry, Bim peptide-Bcl-B binding; inhibition, % at 10 µM; 0.073% of 190,000 active;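 further: 0% = tracer peptide without compound and 100% = reference inhibitor peptide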
Target sequence (Q9HD36 whole entry, looked up): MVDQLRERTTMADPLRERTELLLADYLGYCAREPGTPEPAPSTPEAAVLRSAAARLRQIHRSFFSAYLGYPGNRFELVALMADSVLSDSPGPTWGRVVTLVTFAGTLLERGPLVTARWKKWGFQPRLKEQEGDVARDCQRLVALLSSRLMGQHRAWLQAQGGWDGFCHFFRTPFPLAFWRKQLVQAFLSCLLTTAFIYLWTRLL
Bim-Mcl-1 – inhibitors of Bim peptide binding to Mcl-1, primary screen, biochemical, bead-based flow cytometry, multiplex; Induced myeloid leukemia cell differentiation protein Mcl-1 (Homo sapiens), Q07820; Bim peptide-Mcl-1 binding; inhibition, % at 10 µM; 0.1% of 190,000 active; AID 1009, 2008;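 further: 0% = no compound tracer wells and 100% = peptide blocker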
Numbers without * were called inactive; ? = inconclusive; & = joins results of further samples; [ ] = another dose, or the depositor's remark. Unless noted, no stated cut-off is given here; in the data, active means inhibition above about 40%.

SMILES	GSH bead fluor	Mcl1-Bid inh	RGS7-Gao reg	Bcl-XL Bim block	Bim-Bfl-1	Bim-Bcl-2	RGS4-Gao reg	Bim-Bcl-W	RGS8-Gao	Bim-Bcl-B	Bim-Mcl-1
COc1ccc(/C=N/n2c(-c3n[nH]c4c3CCC4)n[nH]c2=S)cc1OC	4	-79	88	0	5	3	89	0	96	-21	-6
Nc1cc(C(=O)O)ccc1Nc1ccc(F)c(F)c1	27	-25	99	-5	-10	-10	96	1	96	-8	-4
Cc1csc(NC(=O)CSc2nc(C(C)C)nc3c2c(=O)n(C)c(=O)n3C)n1	18	8	99	0	1	-2	104	0	114	-1	0
O=C(CCl)Nc1cccc(S(=O)(=O)N2CCCCCC2)c1	13	-4	95	-6	-2	-4	100	-3	93	-4	-5
COc1cc2c(cc1OC)C(c1cc3cc(OC)c(OC)cc3[nH]c1=O)N(C(=O)C1CC1)CC2 (configuration not stated)	16	13	105	-1	-14	0	100	3	101	-5	0
CC1CCC/C(=C(\C#N)c2nc(-c3cc4ccccc4oc3=O)cs2)C1 (configuration not stated)	11	-2	100	-5	-5	-5	96	-5	98	-10	0
O=C(Cn1c(CO)nc2ccccc21)NCCc1ccccc1	14	-1	98	0	-2	0	96	1	100	0	2
NNc1nc(NCc2ccccc2)nc(N2CCOCC2)n1	13	-20	95	-2	4	-1	95	-3	81	-1	-3
COc1ccc(N(C)C(=O)Nc2ccc3nsnc3c2)cc1	26	-24	?	-2	-3	-4	94	0	97	-3	-1
O/C(=C\Sc1nnc(Cc2ccccc2)o1)c1ccc(F)cc1	26	-10	104	-5	-11	-11	102	-1	99	-9	0
c1csc(-c2nn[nH]n2)c1	46	19	106	3	8	10	112	12	101	9	5
CCOc1ccc(Br)cc1/C(C)=N\NC1=NCCN1	13	-10	99	-3	-9	-7	100	2	102	0	3
Cc1ccc(CNC(=O)CSc2nc(N3CCCCC3)nc(N3CCCCC3)n2)cc1	33	-14	102	-13	-14	-10	99	-2	101	-12	-4
Cc1sc2ncnc(SCC(=O)N(C)C3CCS(=O)(=O)C3)c2c1C (configuration not stated)	15	4	109	0	-5	0	104	-1	102	-6	-3
Cc1ccc(N(C(C)C(=O)N2CCCCC2)S(C)(=O)=O)cc1C (configuration not stated)	56	-20	101	0	-16	-5	100	5	99	-5	0
CN(C)S(=O)(=O)c1ccc(C(=O)OCc2ccc([N+](=O)[O-])cc2)cc1	11	-7	98	-1	-5	-6	97	-3	101	-5	-4
COc1cc(/C=N/OCC(=O)NC2CCS(=O)(=O)C2)ccc1OC(F)F (configuration not stated)	26	-22	?	-1	-4	0	95	1	98	-2	0
Cc1ccccc1C(=O)OCc1nnc(-c2ccc(Cl)cc2)o1	12	-24	?	-1	-6	-3	101	-1	102	-4	-2
O=c1nc(N2CCOCC2)nc2n1CCO2	32	-3	97	-10	-14	-9	99	-3	99	-8	-6
O=C(/C=C/Nc1nccs1)C(F)(F)Cl	20	-25	109	-1	-3	2	103	-1	102	-1	1

Single records (already shown).
`O=C(/C=C/Nc1nccs1)C(F)(F)Cl` across the screens: GSH bead fluor = 20; Mcl1-Bid inh = -25; RGS7-Gao reg = 109; Bcl-XL Bim block = -1; Bim-Bfl-1 = -3; Bim-Bcl-2 = 2; RGS4-Gao reg = 103; Bim-Bcl-W = -1; RGS8-Gao = 102; Bim-Bcl-B = -1; Bim-Mcl-1 = 1
`O=c1nc(N2CCOCC2)nc2n1CCO2` across the screens: GSH bead fluor = 32; Mcl1-Bid inh = -3; RGS7-Gao reg = 97; Bcl-XL Bim block = -10; Bim-Bfl-1 = -14; Bim-Bcl-2 = -9; RGS4-Gao reg = 99; Bim-Bcl-W = -3; RGS8-Gao = 99; Bim-Bcl-B = -8; Bim-Mcl-1 = -6
`Cc1ccc(CNC(=O)CSc2nc(N3CCCCC3)nc(N3CCCCC3)n2)cc1` across the screens: GSH bead fluor = 33; Mcl1-Bid inh = -14; RGS7-Gao reg = 102; Bcl-XL Bim block = -13; Bim-Bfl-1 = -14; Bim-Bcl-2 = -10; RGS4-Gao reg = 99; Bim-Bcl-W = -2; RGS8-Gao = 101; Bim-Bcl-B = -12; Bim-Mcl-1 = -4

The main list resumes; the 3 compounds before the break are reprinted first.
SMILES	GSH bead fluor	Mcl1-Bid inh	RGS7-Gao reg	Bcl-XL Bim block	Bim-Bfl-1	Bim-Bcl-2	RGS4-Gao reg	Bim-Bcl-W	RGS8-Gao	Bim-Bcl-B	Bim-Mcl-1
Cc1ccccc1C(=O)OCc1nnc(-c2ccc(Cl)cc2)o1	12	-24	?	-1	-6	-3	101	-1	102	-4	-2
O=c1nc(N2CCOCC2)nc2n1CCO2	32	-3	97	-10	-14	-9	99	-3	99	-8	-6
O=C(/C=C/Nc1nccs1)C(F)(F)Cl	20	-25	109	-1	-3	2	103	-1	102	-1	1
c1coc(C2Nc3cccc4cccc(c34)N2)c1	15	-21	76	11	42*	16	98	36	91	4	15
Cc1nn(-c2ccccc2)c2nc(-c3cccs3)cc(C(=O)NN)c12	11	-1	198*[activator]	0	6	1	115	1	96	0	-2
CCOC(=O)N1CCN(C(=O)C2CCCN(S(=O)(=O)c3cccnc3)C2)CC1 (configuration not stated)	25	-7	106	-3	-10	-7	104	1	103	-5	-2
Cc1cccc(C)c1NC(=O)c1c(-c2ccccc2)noc1C	32	19	100	5	6	9	101	4	101	4	4
O=C(Nc1ccc2c(c1)OCCO2)C(c1ccc(F)cc1)N1CCCCC1 (configuration not stated)	38	-13	107	0	-2	-1	110	-3	130	-5	-3
CCCCOc1ccc(C(=O)OC2CC(C)N(C)CC2C)cc1 (configuration not stated)	34	-7	92	-6	-17	-12	93	-2	98	-10	-5
Cc1ccc(NC(=O)CCC(=O)N/N=C/c2cccs2)cc1C	10	3	100	-6	-1	-2	103	-5	106	-8	-7
CC(C)c1nc2ccccn2c1NC1CCCCC1	37	-18	99	-5	-17	-7	99	0	101	-10	-3
CCOc1c(Cl)cc(C(=O)Nc2cccc(C(=O)O)c2)cc1Cl	11	-20	102	1	-5	2	101	6	98	-1	13
Cc1ccc(C(=O)Nc2nc(=O)[nH]s2)cc1	8&20	5&-24	89&106	-1&0	-3&-2	-3&-1	88&101	0&-1	84&101	-4&0	-1&3
Cc1ccc(OCC(O)CN2CCN(c3ccccn3)CC2)c(C)c1 (configuration not stated)	10	27	100	1	-4	0	99	-1	101	-1	0
O=C(CN1CCN(Cc2ccccc2F)C1=O)NC1CCCC1	20	-10	96	-2	-6	1	100	-1	98	-1	0
O=C(NC(=S)Nc1cccc(Cl)c1N1CCCCC1)c1ccc2c(c1)OCCO2	9	-12	103	-5	-20	-14	106	-3	100	-5	-2
COc1ccc(CCNCC(O)c2ccccc2)cc1 (configuration not stated)	15	25	100	-3	-4	-3	100	-3	105	-6	-2
CCOC(=O)c1cc(CC)sc1NC(=O)C1CC1	5	-2	102	-7	4	0	104	-6	98	-4	-5
O=C(Cc1cccs1)Nc1ccc(-c2nnc(-c3ccco3)o2)cc1	12	-28	101	-1	-2	-1	104	0	104	0	0
O=C1CC(N2CCN(c3cccc(C(F)(F)F)c3)CC2)C(=O)N1c1ccccc1 (configuration not stated)	33	-29	100	-3	-13	-11	100	-2	101	-10	-3
CC1=NN(c2ccc(C(F)(F)F)cn2)C(=O)C1	14	-60	100	-2	1	4	99	0	100	0	0
O=S(=O)(NCCc1cn2ccccc2n1)c1cccs1	23	-28	105	-1	-10	-7	107	0	107	-5	0
COc1ccc(-c2cc(=O)n(-c3ccc([N+](=O)[O-])cc3)[nH]2)cc1	10	-30	98	0	-1	0	106	-1	101	3	2
O=C(COC(=O)c1ccccc1C(=O)N1CCN(c2ccccc2)CC1)Nc1ccc(F)cc1	29	-17	105	-13	-14	-14	105	-3	109	-13	-4
CCCCn1c(CCC)nc([N+](=O)[O-])c1Sc1ccc(Cl)cn1	15	-6	97	-7	-3	2	93	-7	95	-12	-5
COc1ccccc1N/C(=N/c1nc(C)cc(C)n1)NC(C)=O	26	-18	101	-11	-22	-16	100	-5	99	-11	-8
COc1cc(C(=O)Nc2ccc3c(c2)Cc2ccccc2-3)cc(OC)c1OC	6	0	108	18	17	15	106	13	101	9	15
COc1cccc(C(=O)/C=C/Nc2ccc(NC(C)=O)cc2)c1	10	-41	99	-9	-1	-2	101	-3	96	-7	-4
COc1ccc2c(=O)c(C(=O)O)c(-c3ccc4c(c3)OCO4)n(C)c2c1	9	-7	100	-3	1	0	97	-1	98	-1	-1
Cc1ccc(S(=O)(=O)Nc2ccc(-c3nc4ccc(C)cc4s3)cc2)cc1	11	-13	97	-4	-9	-3	102	0	100	-4	0
CS(=O)(=O)c1ccccc1COC(=O)Nc1ccc(Cl)cc1	15	14	101	-5	-12	-10	103	1	104	-10	1

Screens deposited in PubChem BioAssay by several laboratories.

Rows are unselected; about 1.8% have a hit in one of these screens.
